Bioassay records as filed in PubChem.
HEK293 viab = cell viability loss counter-screen | Potency, µM (series often up to 57.1 µM), for the others: top-dose activity change, negative = cytotoxicity, most hits filed as cytotoxic | actives 0.12% (n = 150,000) | HEK-293-SNCA-luc viability, GF-AFC fluorescence, 24 h;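 note: potency is the fitted concentration of half-maximal effect; 0% = DMSO-treated cells and -100% = medium-only wells without cells; nearly all actives have a fitted effect of over 30% in size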
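Cytotoxicity counterscreen: after 24 h compound treatment of genome-edited SNCA-luciferase HEK-293 cells, live-cell protease substrate GF-AFC read by fluorescence after 30 min; activity scaled between DMSO (0%) and medium-only (-100%), curves Hill-fitted.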
Luciferase inh = Photinus pyralis luciferase inhibition | Potency, µM (top dose mostly 115 µM), without a hit: at the top dose activity change, negative = inhibition, most hits filed as inhibitors | purified P. pyralis luciferase, luminescence, biochemical | P08659 | actives 2.5% (n = 76,000); note: potency is the fitted concentration of half-maximal effect; nearly all actives have a fitted effect of over 65% in size
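Luminescence read by CCD imaging after purified firefly luciferase (10nM final) was added to substrate buffer holding 10uM D-luciferin and 10uM ATP, pH 7.5, pre-dosed with compound.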
3T3 cytotox = kills NIH 3T3 cells | NIH 3T3 viability, CellTiter-Glo ATP luminescence, 48-72 h | AID 1345082 | Potency, µM (top dose mostly 96.7 µM), without a hit: at the top dose activity change, negative = cytotoxicity, hits mostly inhibitors | actives 4.3% (n = 94,000); note: potency is the fitted concentration of half-maximal effect; nearly all actives have a fitted effect of over 55% in size
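Cytotoxicity is measured as loss of cellular ATP: NIH 3T3 cells (400/well) are exposed to compound for 48 or 72 hr at 37 °C, then CellTiter-Glo luminescence is imaged after 10 min at room temperature.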
GPT2 inhibitor = inhibitors of human GPT2 alanine aminotransferase. Q8TD30. Recombinant GPT2, coupled pyruvate oxidase/HRP Amplex Red fluorescence. Potency, µM (top dose mostly 57.7 µM), without a hit: top-dose activity change, negative = inhibition, most hits filed as inhibitors. actives 0.25% (n = 100,000). AID 1671188; note: potency is the fitted concentration of half-maximal effect; nearly all actives have a fitted effect of over 60% in size; many of its hits are not listed in these tables
Target sequence (Q8TD30 whole entry, looked up): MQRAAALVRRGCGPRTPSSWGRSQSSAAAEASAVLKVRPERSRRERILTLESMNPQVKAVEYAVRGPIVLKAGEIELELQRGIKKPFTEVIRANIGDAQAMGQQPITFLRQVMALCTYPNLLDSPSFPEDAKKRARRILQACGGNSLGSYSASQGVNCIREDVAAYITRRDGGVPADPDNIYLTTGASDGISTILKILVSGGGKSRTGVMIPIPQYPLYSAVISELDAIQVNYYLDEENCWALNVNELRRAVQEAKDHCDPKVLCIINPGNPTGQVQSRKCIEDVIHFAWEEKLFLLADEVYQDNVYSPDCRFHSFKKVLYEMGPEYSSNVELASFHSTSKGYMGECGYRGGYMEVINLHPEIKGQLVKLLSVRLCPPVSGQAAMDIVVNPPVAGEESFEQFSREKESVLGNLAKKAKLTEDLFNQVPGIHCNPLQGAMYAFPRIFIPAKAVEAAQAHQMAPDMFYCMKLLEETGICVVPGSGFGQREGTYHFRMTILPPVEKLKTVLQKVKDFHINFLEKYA
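Fluorescence of coupled pyruvate oxidase/HRP/Amplex Red system (50uM Amplex, 30 min, dark) reports pyruvate formed by GPT2. Enzyme reaction: 10ng/uL GPT2, 2mM L-alanine, 250uM a-KG, 30 min room temperature, pH 7.5; 50uM AOA control.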
IP6K1 inhibitor = blocks human inositol hexakisphosphate kinase 1 | Q92551 | IP6K1 kinase, ADP-Glo luminescence, 2 h; active compounds read low | activity change, % (series mostly up to about 58 µM) | actives 0.81% (n = 140,000); in the data active = activity change below about -25%
Target sequence (Q92551 whole entry, looked up): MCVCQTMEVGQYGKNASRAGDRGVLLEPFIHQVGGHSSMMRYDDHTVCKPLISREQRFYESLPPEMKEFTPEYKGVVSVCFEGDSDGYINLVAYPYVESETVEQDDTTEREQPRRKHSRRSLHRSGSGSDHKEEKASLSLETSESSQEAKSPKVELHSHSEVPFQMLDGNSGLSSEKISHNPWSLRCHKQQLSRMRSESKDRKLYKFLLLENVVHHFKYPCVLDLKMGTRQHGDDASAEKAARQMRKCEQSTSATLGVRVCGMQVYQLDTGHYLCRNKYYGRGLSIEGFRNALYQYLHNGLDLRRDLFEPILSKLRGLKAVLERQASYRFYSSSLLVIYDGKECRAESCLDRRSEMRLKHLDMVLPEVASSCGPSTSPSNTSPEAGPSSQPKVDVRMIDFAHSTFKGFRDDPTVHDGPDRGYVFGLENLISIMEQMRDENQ
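ADP-Glo luminescence measures ADP made by human IP6K1 during a 2 h RT reaction with ATP/IP6 (mix at 1.3 mM/130 uM); top library doses 57.5 and 19.1 uM final.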
HEK cytotox = cytotoxic compounds in HEK 293 cells; actives 6.6% (n = 94,000); HEK 293 viability, ATP luminescence (CellTiter-Glo), 48-72 h; AID 1345083; Potency, µM (highest dose often 115 µM), without a hit: at the top dose activity change, negative = cytotoxicity, usual class: inhibitors; note: potency is the fitted concentration of half-maximal effect; nearly all actives have a fitted effect of over 60% in size
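Cytotoxicity was scored by loss of ATP-coupled luminescence (CellTiter-Glo) in HEK 293 cells. Compound treatment ran 48 or 72 hr at 37 degree Celsius, 5% CO2, 95% humidity.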
SNCA expr inh = reduces expression of the alpha-synuclein gene | HEK-293 SNCA-luciferase knock-in, luminescence, 24 h | Potency, µM (doses to about 57.2 µM), for the others: top-dose activity change, negative = inhibition, actives largely listed as inhibitors | actives 0.17% (n = 140,000);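 note: potency is the fitted concentration of half-maximal effect; plate controls were DMSO cells for no effect and cell-free wells for full effect; nearly all actives have a fitted effect of over 45% in size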
An asterisk follows results filed as active; i = inactive; ? = inconclusive; . = no result given; [ ] = remark or other dose. Unless noted, calls come from the whole dose curve; as a rule, active = well fitted curve in the direction sought with a large enough effect; inconclusive = small, poorly fitted or top-dose-only effect, or another doubt; inactive = no such curve, though single readings can be large; an effect the other way counts as inactive or inconclusive. Unless noted, % is set by controls: 0 for no effect and ±100 for the full control effect. Only part of the results is shown. The share of hits here may be higher or lower than overall.

item	molecule	HEK293 viab	Luciferase inh	3T3 cytotox	GPT2 inhibitor	IP6K1 inhibitor	HEK cytotox	SNCA expr inh
1	O=C(NCc1ccc(F)cc1)N1CCC(N2CC3CC(C2)[C@H]2CCCC(=O)N2C3)CC1 (stereo partly specified)	2%	8%	i	i	24	-5%	6%
2	CCNc1cc(N2CCC(CCC(=O)NCCN3CCCCCC3)CC2)ncn1	-11%	-8%	-18%	?	19	-20%	?
3	COCc1ccc(C(=O)N2CC[C@@H](c3ccc4c(c3)OCO4)[C@H](O)C2)o1	4%	-10%	-13%	-17%	27	-20%	-23%
4	CC(C)N1CCC2(CC1)CN(C(=O)c1ccncc1)Cc1ccccc1O2	-14%	.	-25%	1%	6	-1%	-16%
5	CCOc1ccccc1NC(=O)COC(=O)c1cn(CC)c2nc(C)ccc2c1=O	1%	.	.	.	9	.	40%[activator]
6	COCCOC1CCN(C(=O)Nc2ccc(C(=O)OC)cc2)CC1	-10%[12.5 µM]	3%	0%	?	26	-19%	16%
7	C=C(C)[C@@H]1CC[C@](C)(O)[C@@H](OC(=O)c2ccccc2)C1	0%	.	.	i	-12	.	.
8	CCNC(=O)N(C1CC1)C1CCOC2(CCN(C(=O)Cc3cccc(OC)c3)CC2)C1 (stereo unspecified)	4%	4%	-12%	i	-12	-29%	?
9	CCNC(=O)C1CC(c2ccc(CC)cc2)CN(C(=O)c2ccoc2)C1 (stereo unspecified)	?	-2%	2%	-10%	0	?	-10%
10	COc1ccc(-c2nc3ccccc3o2)cc1NC(=O)C(C)(C)Oc1ccc(Br)cc1	8%	.	.	.	14	.	-5%
11	O=C(COc1ccc(Cl)cc1)N(Cc1ccco1)c1ccccn1	5%	.	.	.	5	.	?
12	Cc1ccc(NC(=O)CSc2nc3ccccc3c3nc(CCc4c(C)n[nH]c4C)nn23)c(C)c1	-17%	.	.	.	7	.	1%
13	COc1cccc(Cn2c(SCC(=O)N(C)c3ccccc3)nc3ccccc32)c1	?	.	.	.	27	.	-27%
14	Cc1ccc(C(=O)Nc2ccccc2)cc1S(=O)(=O)Nc1ccccc1	-6%	.	.	.	-8	.	18%
15	Cc1cnc(-c2ccccc2)n1C1CCN(C(=O)Cc2cccc(F)c2)CC1	6%	.	-29%	5%	9	?	29%
16	Cn1ncc2c(C(=O)N3CCCC3)cc(-c3ccc(Cl)cc3Cl)nc21	-4%	.	?	-11%	-17	?	-3%
17	COC(=O)NC1CCN(C(=O)c2ccc(-c3ncccc3C#N)cc2)CC1	-6%[12.5 µM]	.	-14%	-9%	8	1%	-10%
18	Cc1ccccc1NC(=O)CSc1nc(-c2ccccc2)cn1-c1ccccc1F	-23%	.	.	.	15	.	-23%
19	O=C(CSc1nc2c([nH]c3ccccc32)c(=O)n1-c1cccc(Cl)c1)N1CCc2ccccc21	3%	.	.	.	-12	.	-8%
20	O=C1NC2(CCN(Cc3cncs3)C2)OCc2ccccc21 (stereo unspecified)	-2%[87.6 µM]	0%[172 µM]	-17%[138 µM]	i	23	i	0%[87.6 µM]
21	Cc1cc(C(=O)NCC(C)C)c2c(C3CCNCC3)noc2n1	2%	.	-6%	i	7	-11%	-9%
22	O=C(Nc1nnc(S(=O)(=O)N2CCc3ccccc32)s1)c1cccc(Cl)c1	5%	.	.	.	3	.	15%
23	F[C@@H]1CN(Cc2nccs2)C[C@@H]1OCc1nc2ccncc2[nH]1	-1%[87.6 µM]	-14%[172 µM]	?	i	4	-18%[172 µM]	-7%[87.6 µM]
24	O=C(c1ccccc1Cl)N(Cc1ccco1)c1ccccn1	-15%	.	.	.	16	.	44%[activator]
25	Cc1cccc(CC(=O)Nc2cccc(-c3nc4cccnc4s3)c2)c1	-12%	.	.	.	30	.	141%[activator]
26	O=C(NC1CCN(c2cc(-c3ccccc3)[nH]n2)CC1)c1cccc(F)c1	-1%	0%	?	i	0	?	61%[activator]
27	O=C(c1ccccc1)N1CCCC2(CNc3ncccc3[S+](=O)([O-])N2)C1 (stereo unspecified)	.	.	1%	.	7	-13%	.
28	COc1cccc(C(=O)Nc2ccc3nc(N4CCC(C)CC4)cc(C)c3c2)c1	-17%	.	.	.	21	.	?
29	COc1cccc(NC(=O)[C@@H]2C[C@@H](c3cccc(C(F)(F)F)c3)N(CC3CCOCC3)C2)c1	-14%	13%	?	-1%	14	?	?
30	O=C1Cc2c(-c3ccc(F)cc3F)n[nH]c2CN1CCc1ccncc1	-9%[87.6 µM]	-7%[172 µM]	?	0%[88.5 µM]	12	?	-11%[87.6 µM]
31	O=C(Nc1ccc(Br)cc1)c1ccc(F)c(S(=O)(=O)NC2CCCCCC2)c1	-26%	.	.	.	18	.	?
32	COc1ccccc1C(=O)NCc1nnc2n1C(C(=O)O)CC2 (stereo unspecified)	6%	.	-25%	-12%	13	i	5%
33	CCC(NC(=O)Nc1cc(OC)ccc1OC)c1c(-n2cccc2)sc2c1CCN(CC)C2 (stereo unspecified)	-5%	.	.	.	15	.	-5%
34	COc1ccc(-c2nc(C)nc3c2CCN(Cc2ccc(F)cc2)CC3)cc1	5%	7%	-18%	-9%	-7	?	-13%
35	O=C(NCCc1ccncc1)C1CN(C(=O)CC2CCCC2)CC12CCOCC2 (stereo unspecified)	1%	4%	-10%	-3%	19	-9%	0%
36	Fc1ccc(OC2CN(CC3CC3)C2)c(F)c1	-9%[87.6 µM]	.	0%[174 µM]	-3%[88.5 µM]	-11	i	21%[87.6 µM]
37	COc1ccc(-c2cc(N3CCCC(NC(=O)c4ccc(Br)o4)C3)n[nH]2)cc1 (stereo unspecified)	?	32µM*	?	?	17	?	4%
38	O=C(Cn1nc2c(cc1=O)CCCCC2)N1CCSCC1	3%	-12%	-10%	i	-11	-23%	18%
39	O=C(CCCOc1ccccc1)N1CCCC2(CCC(=O)N(CC3CC3)C2)C1 (stereo unspecified)	7%	1%	?	i	1	-14%	5%
40	CCN(C(=O)C1CCC(=O)N(CCc2ccc(Cl)cc2)C1)C(C)C (stereo unspecified)	0%	-6%	i	-1%	1	3%	-6%
41	CO[C@H]1CN(C2CCN(C(=O)Nc3ccccc3F)CC2)[C@H]1c1ccncc1	-7%	.	-6%	2%	5	i	3%
42	COCCN1CCC2(C1)CN(C)c1ccc(C(=O)Nc3ccccc3)cc12 (stereo unspecified)	-2%[87.6 µM]	0.63µM*	?	4%[88.5 µM]	-5	79µM*	10µM*
43	Cc1ccc(CNC(=O)c2ccc3c(c2)CN(Cc2ccc(C)o2)CCO3)cc1	-6%	.	?	-6%	21	?	8%
44	COc1ccc(NC(=O)C2CCCN(S(=O)(=O)c3c(C)[nH]c(=O)[nH]c3=O)C2)cc1OC (stereo unspecified)	3%	.	.	.	6	.	11%
45	CCCNC(=O)C1CCC(Cn2c(=O)c3sccc3n(CC(=O)NCc3cccc(OC)c3OC)c2=O)CC1 (stereo unspecified)	4%	.	.	.	-9	.	-2%
46	COc1ccccc1CNC(=O)Cn1c(=O)nc(-c2ccccc2F)c2cc(Cl)ccc21	13%	.	.	.	24	.	27%
47	CC1(C)[C@H](Cc2cc(COc3ccccc3)on2)C[C@@H]1NC(=O)Cc1ccccc1	-30%[87.6 µM]	1%[172 µM]	56µM*	0%[88.5 µM]	-2	56µM*	-21%[87.6 µM]
48	O=C1Nc2ccccc2CC12CCN2Cc1ccccc1C(F)(F)F (stereo unspecified)	4%[87.6 µM]	-5%[172 µM]	?	-3%[88.5 µM]	-1	79µM*	9%[87.6 µM]

Seven compounds from above, ordered by molar mass, smallest number first:
item	molecule	HEK293 viab	Luciferase inh	3T3 cytotox	GPT2 inhibitor	IP6K1 inhibitor	HEK cytotox	SNCA expr inh
36	Fc1ccc(OC2CN(CC3CC3)C2)c(F)c1	-9%[87.6 µM]	.	0%[174 µM]	-3%[88.5 µM]	-11	i	21%[87.6 µM]
40	CCN(C(=O)C1CCC(=O)N(CCc2ccc(Cl)cc2)C1)C(C)C (stereo unspecified)	0%	-6%	i	-1%	1	3%	-6%
42	COCCN1CCC2(C1)CN(C)c1ccc(C(=O)Nc3ccccc3)cc12 (stereo unspecified)	-2%[87.6 µM]	0.63µM*	?	4%[88.5 µM]	-5	79µM*	10µM*
39	O=C(CCCOc1ccccc1)N1CCCC2(CCC(=O)N(CC3CC3)C2)C1 (stereo unspecified)	7%	1%	?	i	1	-14%	5%
43	Cc1ccc(CNC(=O)c2ccc3c(c2)CN(Cc2ccc(C)o2)CCO3)cc1	-6%	.	?	-6%	21	?	8%
35	O=C(NCCc1ccncc1)C1CN(C(=O)CC2CCCC2)CC12CCOCC2 (stereo unspecified)	1%	4%	-10%	-3%	19	-9%	0%
44	COc1ccc(NC(=O)C2CCCN(S(=O)(=O)c3c(C)[nH]c(=O)[nH]c3=O)C2)cc1OC (stereo unspecified)	3%	.	.	.	6	.	11%
